Screening data deposited in PubChem BioAssay by National Center for Advancing Translational Sciences (NCATS).
RORgamma inh: inhibitors of mouse ROR gamma transcriptional activity; Potency, µM (highest dose often 53.6 µM), for inactives: at the top dose activity change, negative = inhibition, hits mostly inhibitors; Drosophila S2 Gal4-RORgamma UAS-luciferase reporter, 20 h; 310,000 compounds, 5.4% hits; P51450; further: on the % scale 0 is the no-effect control and ±100 the full control effect; nearly all actives have a fitted effect of over 60% in size
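Luminescence from a UAS-regulated Photinus luciferase reporter in stably transfected Drosophila Schneider cells is measured; decreased signal marks ROR gamma inhibition. Fusion expression is induced by 700 uM copper sulfate for 20 hr.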
FLuc modulator: firefly luciferase modulation, counter-screen for miR-21 project; AID 588342; purified FLuc, Km substrates, luminescence inhibition; 360,000 compounds, 6.9% hits; Potency, µM (series often up to 57.5 µM), for inactives: at the top dose activity change, negative = inhibition, usual class: inhibitors; P08659;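 further: plate controls were vehicle for no effect and reference inhibitor for full effect; nearly all actives have a fitted effect of over 55% in size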
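Biochemical qHTS of compounds, final roughly 60 µM downward over six points, against 10 nM purified firefly luciferase using Km concentrations of substrates (10 uM D-luciferin, 10 uM ATP) in Tris acetate pH 7.5 buffer; luminescence output.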
MBNL1-CUG inh: MBNL1-poly(CUG) RNA binding inhibition. Potency, µM (highest dose often 57.5 µM), for inactives: at the top dose activity change, negative = inhibition, hits mostly inhibitors. Q9NR56. 280,000 compounds, 0.036% hits. TR-FRET MBNL1-His/biotin-(CUG)12 binding, 665/545 ratio. AID 2675; active means well fitted inhibition curve with a large enough effect in the signal ratio, with a control signal flat, not every such curve was filed as active; inconclusive means small, poorly fitted or top-dose-only effect, or effect the other way, or a change in a side signal; inactive means no such curve, though single readings can be large or run the other way; the % refers to the signal ratio; further: on the % scale 0 is the no-effect control and ±100 the full control effect
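His-tagged MBNL1 binding to biotinylated (CUG)12 RNA was measured by TR-FRET using terbium anti-His antibody (0.055 ng/ul final) and streptavidin-XL665 (5 nM final). Compounds were titrated 92 nM to 58 uM; 60 min at room temperature.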
NPC1 prom act: NPC1 promoter activation. Potency, µM (top dose mostly 9.22 µM), inactives show top-dose activation, hits mostly activators. Huh7 NPC1 promoter luciferase reporter, 24 h. 320,000 compounds, 2.4% hits;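 further: % of control where 0% means no effect; nearly all actives have a fitted effect of over 60% in size; reporter is driven by a mutant NPC1 promoter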
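Readout is luciferase luminescence, reflecting NPC1 promoter activation in stably transfected Huh7 cells after 24 h compound exposure at 37 °C in reduced-serum medium with 10% FBS.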
p53 reactivation: restores transcriptional activity of mutant p53 | H1299 p53-A138V BP100-luciferase reporter, luminescence, 24 h | Potency, µM (doses to about 92.2 µM), for inactives: at the top dose activity change, positive = activation, hits mostly activators | 320,000 compounds, 0.063% hits | AID 504706; further: % of control where 0% means no effect; nearly all actives have a fitted effect of over 45% in size
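p53-null H1299 cells stably carrying temperature-sensitive p53-A138V and a BP100-luciferase reporter were pinned with compounds (4-point, 1:5 series) and held 24 hrs at 37 deg C. Luminescence was read 10 min after detection reagent.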
uPA generation: blocks generation of uPA at the cell surface. cell surface uPA generation assay, qHTS. Potency, µM (doses to about 38.3 µM), for the others: top-dose activity change, negative = inhibition, usual class: inhibitors. 330,000 compounds, 0.31% hits. AID 540303; active means well fitted inhibition curve with a large enough effect; inconclusive means small, poorly fitted or top-dose-only effect; inactive means no such curve, though single readings can be large or run the other way; tested in mouse RAW 264.7 cells; further: on the % scale 0 is the no-effect control and ±100 the full control effect; nearly all actives have a fitted effect of over 55% in size
VP16 counter: inhibits Gal4-VP16 luciferase reporter, ROR gamma counter-screen; 310,000 compounds, 3.5% hits; Potency, µM (highest dose often 53.6 µM), inactives show at the highest dose activity, negative = inhibition, actives largely listed as inhibitors; Drosophila S2 Gal4-VP16 UAS-luciferase, luminescence, 20 h;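 further: Gal4-VP16 expression switched on by copper sulfate through the metallothionein promoter; on the % scale 0 is the no-effect control and ±100 the full control effect; nearly all actives have a fitted effect of over 50% in size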
ELG1 genotoxic: genotoxicity induction in ELG1-luciferase HEK293T cells; 330,000 compounds, 1.3% hits; Potency, µM (series often up to 46 µM), for the others: at the highest dose activity change, positive = activation, actives largely listed as activators; HEK293T ELG1-luciferase reporter, luminescence, 16 h; further: % of control where 0% means no effect; nearly all actives have a fitted effect of over 60% in size
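Reporter readout depends on ELG1 protein level, which increases with genetic stress. After 16 hr compound exposure at 37 °C, luciferase activity was quantified using ONE-Glo.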
BRCA1 expr act: increases BRCA1 expression | 380,000 compounds, 1.1% hits | MCF7-BRCA1-FFLuc reporter, luminescence, 48 h; response scale: scaled: vehicle 0%, 10 µM genistein 100% | Potency, µM (top dose mostly 46.1 µM), without a hit: top-dose activation, actives largely listed as activators; further: nearly all actives have a fitted effect of over 80% in size; some results filed as inactive show a strong effect at the top dose
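Reporter cells (MCF7, BRCA1 promoter-firefly luciferase) received library compounds across a concentration series for 48 h. End-point luminescence was measured and concentration-effect curves derived after normalization.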
Rab9 prom act: activators of Rab9 promoter; Huh7 Rab9 promoter-luciferase reporter, luminescence, 24 h; Potency, µM (titrated, usually from 9.22 µM), for inactives: top-dose activation, negative = inhibition, hits mostly activators; 320,000 compounds, 2.8% hits; AID 485297; further: % of control where 0% means no effect; nearly all actives have a fitted effect of over 60% in size
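Luminescence read-out: Huh7 cells stably expressing Rab9-luciferase, treated 24 h with compound at 37 °C, then lysed with luciferase reagent for 10 min at ambient before reading.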
CXXC DNA block: MLL CXXC-DNA interaction inhibition | Q03164 | MLL-CXXC / FITC-HOXA9 DNA fluorescence polarization | Potency, µM (top dose mostly 115 µM), inactives show top-dose activity change, negative = inhibition, most hits filed as inhibitors | 290,000 compounds, 0.037% hits; active means well fitted inhibition curve with a large enough effect in the polarisation, with a control signal flat, not every such curve was filed as active; inconclusive means small, poorly fitted or top-dose-only effect, or effect the other way, or a change in a side signal; inactive means no such curve, though single readings can be large or run the other way; the % refers to the polarisation
Target sequence (Q03164 whole entry, looked up): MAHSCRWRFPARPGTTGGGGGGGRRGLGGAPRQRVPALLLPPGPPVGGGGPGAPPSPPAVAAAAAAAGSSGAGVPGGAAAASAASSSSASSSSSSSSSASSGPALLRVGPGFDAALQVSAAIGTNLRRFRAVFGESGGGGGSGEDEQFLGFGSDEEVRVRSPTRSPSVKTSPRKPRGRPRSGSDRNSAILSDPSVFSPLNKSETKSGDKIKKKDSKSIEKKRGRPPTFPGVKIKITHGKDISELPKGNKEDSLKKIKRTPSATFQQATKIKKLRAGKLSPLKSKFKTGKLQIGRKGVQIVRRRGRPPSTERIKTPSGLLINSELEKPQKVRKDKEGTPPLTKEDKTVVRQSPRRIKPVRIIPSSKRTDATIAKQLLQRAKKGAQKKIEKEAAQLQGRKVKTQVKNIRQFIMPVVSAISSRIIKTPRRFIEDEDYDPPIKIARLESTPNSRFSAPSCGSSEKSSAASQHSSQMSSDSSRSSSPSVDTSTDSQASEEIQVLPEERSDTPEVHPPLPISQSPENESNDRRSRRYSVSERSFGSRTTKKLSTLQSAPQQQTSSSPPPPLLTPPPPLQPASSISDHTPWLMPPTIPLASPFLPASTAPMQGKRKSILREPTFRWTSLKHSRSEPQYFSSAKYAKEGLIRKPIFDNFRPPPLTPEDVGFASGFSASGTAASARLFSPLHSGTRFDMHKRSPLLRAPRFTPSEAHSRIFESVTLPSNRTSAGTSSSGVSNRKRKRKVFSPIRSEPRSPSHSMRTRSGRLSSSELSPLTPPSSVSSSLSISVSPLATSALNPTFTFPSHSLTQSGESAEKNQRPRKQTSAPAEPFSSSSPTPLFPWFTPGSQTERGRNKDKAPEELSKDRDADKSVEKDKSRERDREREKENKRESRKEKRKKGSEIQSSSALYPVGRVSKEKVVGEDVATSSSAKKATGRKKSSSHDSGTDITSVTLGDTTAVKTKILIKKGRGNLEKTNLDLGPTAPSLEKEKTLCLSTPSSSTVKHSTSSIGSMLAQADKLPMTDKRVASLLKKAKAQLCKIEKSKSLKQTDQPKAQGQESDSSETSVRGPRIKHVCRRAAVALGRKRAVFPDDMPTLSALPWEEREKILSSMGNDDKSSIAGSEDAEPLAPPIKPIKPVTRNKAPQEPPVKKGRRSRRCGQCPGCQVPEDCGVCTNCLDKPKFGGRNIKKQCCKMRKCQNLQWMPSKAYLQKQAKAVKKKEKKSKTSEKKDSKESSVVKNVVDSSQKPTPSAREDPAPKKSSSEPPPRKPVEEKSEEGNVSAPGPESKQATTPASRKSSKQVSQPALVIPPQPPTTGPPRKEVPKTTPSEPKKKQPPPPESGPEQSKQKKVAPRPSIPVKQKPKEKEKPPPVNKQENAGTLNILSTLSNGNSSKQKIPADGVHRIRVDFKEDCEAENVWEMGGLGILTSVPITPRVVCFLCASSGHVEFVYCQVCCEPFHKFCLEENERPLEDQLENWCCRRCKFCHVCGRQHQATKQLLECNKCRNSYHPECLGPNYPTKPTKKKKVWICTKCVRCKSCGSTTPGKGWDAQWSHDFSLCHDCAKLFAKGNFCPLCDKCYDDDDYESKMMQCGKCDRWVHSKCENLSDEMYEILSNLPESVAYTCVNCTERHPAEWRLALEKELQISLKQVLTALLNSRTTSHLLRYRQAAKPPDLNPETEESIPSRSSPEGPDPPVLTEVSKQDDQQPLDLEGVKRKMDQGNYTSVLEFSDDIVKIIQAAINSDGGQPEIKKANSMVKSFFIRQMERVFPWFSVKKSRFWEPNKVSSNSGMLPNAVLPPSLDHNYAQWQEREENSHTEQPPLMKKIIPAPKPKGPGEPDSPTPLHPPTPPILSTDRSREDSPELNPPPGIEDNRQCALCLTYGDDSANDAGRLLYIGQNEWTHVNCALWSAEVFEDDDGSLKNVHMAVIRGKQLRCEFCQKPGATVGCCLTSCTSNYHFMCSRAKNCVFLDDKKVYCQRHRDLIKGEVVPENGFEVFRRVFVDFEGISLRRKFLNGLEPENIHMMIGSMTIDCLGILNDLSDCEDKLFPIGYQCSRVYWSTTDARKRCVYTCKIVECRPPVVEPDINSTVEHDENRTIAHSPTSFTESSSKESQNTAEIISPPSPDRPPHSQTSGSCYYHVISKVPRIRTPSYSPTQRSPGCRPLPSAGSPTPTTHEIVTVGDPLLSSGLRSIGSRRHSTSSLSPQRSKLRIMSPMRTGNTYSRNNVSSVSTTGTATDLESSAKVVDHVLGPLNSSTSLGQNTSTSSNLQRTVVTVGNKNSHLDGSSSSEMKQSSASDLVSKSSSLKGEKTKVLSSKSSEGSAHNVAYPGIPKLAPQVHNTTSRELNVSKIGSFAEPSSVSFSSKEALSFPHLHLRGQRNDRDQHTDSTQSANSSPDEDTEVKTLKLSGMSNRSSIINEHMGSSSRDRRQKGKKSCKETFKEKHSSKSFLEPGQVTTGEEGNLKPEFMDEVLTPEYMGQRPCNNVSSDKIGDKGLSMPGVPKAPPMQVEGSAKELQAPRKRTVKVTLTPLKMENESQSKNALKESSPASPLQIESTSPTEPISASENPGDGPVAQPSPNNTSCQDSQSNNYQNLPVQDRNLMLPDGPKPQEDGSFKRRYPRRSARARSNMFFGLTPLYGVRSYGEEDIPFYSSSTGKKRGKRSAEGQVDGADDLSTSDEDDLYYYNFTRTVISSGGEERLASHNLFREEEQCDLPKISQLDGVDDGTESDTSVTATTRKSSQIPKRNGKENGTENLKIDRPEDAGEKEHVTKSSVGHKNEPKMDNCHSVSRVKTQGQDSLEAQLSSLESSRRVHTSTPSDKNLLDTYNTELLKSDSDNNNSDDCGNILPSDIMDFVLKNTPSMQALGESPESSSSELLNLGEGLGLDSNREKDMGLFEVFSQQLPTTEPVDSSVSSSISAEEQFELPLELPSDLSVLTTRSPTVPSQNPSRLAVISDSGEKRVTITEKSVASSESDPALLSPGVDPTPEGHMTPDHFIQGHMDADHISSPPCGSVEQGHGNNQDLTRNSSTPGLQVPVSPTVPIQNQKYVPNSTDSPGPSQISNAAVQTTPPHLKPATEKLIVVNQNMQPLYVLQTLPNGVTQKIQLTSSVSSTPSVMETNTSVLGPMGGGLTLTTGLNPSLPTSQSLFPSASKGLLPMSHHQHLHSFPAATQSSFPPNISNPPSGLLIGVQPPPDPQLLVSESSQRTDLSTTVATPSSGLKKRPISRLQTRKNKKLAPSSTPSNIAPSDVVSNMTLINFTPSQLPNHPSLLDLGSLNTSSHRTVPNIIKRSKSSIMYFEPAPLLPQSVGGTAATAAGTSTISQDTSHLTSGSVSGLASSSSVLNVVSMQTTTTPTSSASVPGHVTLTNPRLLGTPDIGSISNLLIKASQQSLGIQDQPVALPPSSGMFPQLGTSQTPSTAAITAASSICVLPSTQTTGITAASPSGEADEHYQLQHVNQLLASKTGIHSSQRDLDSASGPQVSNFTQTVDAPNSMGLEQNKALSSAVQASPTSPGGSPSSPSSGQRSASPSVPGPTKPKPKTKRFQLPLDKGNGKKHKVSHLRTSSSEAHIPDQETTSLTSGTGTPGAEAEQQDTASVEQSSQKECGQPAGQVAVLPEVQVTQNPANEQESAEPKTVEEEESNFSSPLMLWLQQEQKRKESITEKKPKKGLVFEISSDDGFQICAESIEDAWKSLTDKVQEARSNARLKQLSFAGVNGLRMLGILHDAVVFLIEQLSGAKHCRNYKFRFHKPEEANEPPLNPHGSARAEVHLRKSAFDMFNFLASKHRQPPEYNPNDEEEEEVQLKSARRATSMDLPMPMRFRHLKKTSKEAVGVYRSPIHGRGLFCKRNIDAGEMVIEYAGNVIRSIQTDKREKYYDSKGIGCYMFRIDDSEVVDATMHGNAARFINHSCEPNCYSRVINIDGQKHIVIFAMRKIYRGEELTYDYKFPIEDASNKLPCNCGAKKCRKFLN
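Fluorescence polarization: 7 uM MLL-CXXC (stock) preincubated 5 min with compounds, then 50 nM fluorescein-HOX-A9 DNA (stock) added; 30 min ambient. Buffer 50 mM Tris-HCl pH 7.5, 50 mM NaCl, 1 mM DTT, 0.05% BSA.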
The depositor's hits bear a star; ? = inconclusive; nt = no result given; [ ] = remark or other dose. Unless noted, the call rests on the fitted dose curve; in most records, active means well fitted curve in the direction sought with a large enough effect; inconclusive means small, poorly fitted or top-dose-only effect, or another doubt; inactive means no such curve, though single readings can be large; an effect the other way counts as inactive or inconclusive. Potency means the concentration at half of the fitted maximal effect. The list is partial; the hit share may differ from the screen's.

| no. | smiles | RORgamma inh | FLuc modulator | MBNL1-CUG inh | NPC1 prom act | p53 reactivation | uPA generation | VP16 counter | ELG1 genotoxic | BRCA1 expr act | Rab9 prom act | CXXC DNA block |
| --- | --- | --- | --- | --- | --- | --- | --- | --- | --- | --- | --- | --- |
| 1 | CCCn1cnc2c(=S)nc(N)[nH]c21 | -16% | 0% | nt | -2% | -1% | 15% | -6% | 0% | 10% | -1% | -10% |
| 2 | CC(=O)c1ccc(NC(=O)C2CCC(C)(C(=O)O)C2(C)C)cc1 (configuration not stated) | -38% | 1% | -4% | 1% | -6% | 5% | 10% | -6% | 0% | 4% | 3% |
| 3 | Cc1cccc(Nc2nc(C)cc(C)n2)c1 | -5% | -17% | -7% | -4% | ? | 10% | -7% | -2% | -10% | -3% | -9% |
| 4 | CCCOc1ccc(-c2c(C(=O)N/N=C/c3ccccc3)nnn2-c2nonc2N)cc1 | -28% | 0% | -5% | 0% | -3% | 0% | -4% | 7% | -2% | -1% | -3% |
| 5 | Cc1nc(-c2ccccc2)cc(N2CCCC2)n1 | 12% | -10% | -9% | 8% | 13% | nt | 5% | 12% | -31% | -1% | 22% |
| 6 | O=C1C2C(C(=O)N1CCN1CCN(Cc3ccc([N+](=O)[O-])cc3)CC1)[C@H]1C=C[C@@H]2C1 (some centres not stated) | ? | -2% | ? | -3% | 1% | 0% | -5% | -4% | -23% | -2% | -8% |
| 7 | CC(NC(=O)OC(C)(C)C)C(=O)Oc1ccc2ccc(=O)oc2c1 (configuration not stated) | 5% | 2% | 19% | 0% | ? | -11% | -1% | 4% | -15% | 4% | -6% |
| 8 | CN1CCN(c2nnc(-c3ccc(Cl)cc3)c3ccccc23)CC1 | 13% | ? | 13% | -8% | -3% | 2% | -5% | -1% | 28% | -1%[1.84 µM] | ? |
| 9 | CCCN(CC1CC1)C(=S)NC(=O)C1CC1 | 4µM* | -3% | -2% | 1% | -1% | 6% | 13µM* | -2% | -21% | -1% | -1% |
| 10 | CC1Cc2ccccc2N1C(=O)COC(=O)/C=C/c1ccc(F)cc1 (configuration not stated) | nt | 4% | nt | -7% | 6% | 4% | nt | 1% | -11% | -1% | nt |
| 11 | c1ccc2[nH]c(SCCN3CCOCC3)nc2c1 | 31% | ? | 5% | 11% | 22% | -12% | 3% | ? | ? | ? | 0% |
| 12 | N#Cc1ccc(COc2cccnc2[N+](=O)[O-])cc1 | 20% | 2% | ? | 8% | 11% | -6% | -4% | 13% | 50% | 4% | 8% |
| 13 | COc1ccc(S(=O)(=O)Cc2ccc(C(=O)N3CCN(c4cccc(C)c4C)CC3)o2)cc1 | ? | -1% | ? | -19% | -7% | ? | -13% | -44%[inhibitor] | -50% | -12% | -4% |
| 14 | COc1cccc(NC(=O)CCNS(=O)(=O)c2cccc3nonc23)c1 | 14% | 3% | ? | 0% | -3% | -2% | -17% | -6% | -2% | 1% | 32%[activator] |
| 15 | O=C(O)c1cnn2c1C(=O)N(Cc1cccs1)CC2 | -16% | -1% | -21% | -2% | 0% | 0% | -6% | -1% | -36% | -3% | 0% |
| 16 | O=C(COC(=O)c1cnccn1)Nc1ccc(Cl)cc1 | 9% | -3% | -1% | 1% | -11% | 5% | 5% | -3% | 0% | -1% | 3% |
| 17 | COc1cccc(CNCc2ccc(OC)cc2OC)c1 | -13% | 6% | 3% | -4% | nt | 8% | 0% | -8% | -28% | -3% | 6% |
| 18 | Cc1cc(N2C(=O)c3ccc(C(=O)Nc4ccc(O)cc4C(=O)O)cc3C2=O)no1 | 10% | -2% | -10% | -1% | 10% | 1% | -11% | 0% | 3% | 2% | 2% |
| 19 | CCSc1nc2c(c(=O)[nH]1)C(c1ccccn1)C1=C(CC(C)(C)CC1=O)N2 (configuration not stated) | 6% | -2% | 11% | 0% | 0% | 1% | -12% | 1% | -2% | 8% | -5% |
| 20 | Cc1cccc(NC(=O)CN2CCN(CC(=O)NCC3(N4CCCCC4)CCCCC3)CC2)c1C | nt | 6% | nt | 1% | 2% | ? | nt | -1% | -1% | -5% | nt |
| 21 | CC1(C)CC(=O)CC(C)(C)N1OC(=O)c1ccccn1 | 6% | 0% | -1% | 0% | 0% | 2% | 21% | 1% | 24% | 1% | 5% |
| 22 | c1ccc(C2=Nn3c(nnc3-c3ccco3)SC2)cc1 | -20% | -12% | 6% | -6% | 0% | -5% | ? | 3% | -22% | 8% | -5% |
| 23 | O=C1CCc2nc3ccccc3c(=O)n2N1 | -6% | 2% | -3% | 0% | -1% | 0% | 1% | -6% | 10% | 2% | -4% |
| 24 | COc1ccc(C(C)(C)C)cc1S(=O)(=O)N1CCC(C(N)=O)CC1 | 13% | 4% | -10% | 0% | -7% | 2% | -1% | 5% | 0% | -9% | 20% |
| 25 | Cc1cc(NC(=S)N(CCCN2CCOCC2)Cc2ccco2)ccc1Cl | ? | 4% | 2% | 0% | -15% | -9% | ? | -3% | -37% | 0% | 2% |
| 26 | COc1cccc(C(=O)Nc2nnc(S(=O)(=O)N3CCCCC3)s2)c1 | 12% | ? | 9% | -2% | 7% | 12% | 3% | -1% | -21% | 4% | nt |
| 27 | Cc1ccc(C(=O)CC2(O)C(=O)N(Cc3ccccc3)c3ccccc32)o1 (configuration not stated) | 15% | 7% | -2% | -2% | -6% | -1% | 8% | 0% | -26% | -2% | 8% |
| 28 | CCOC(=O)c1cnc(SCC(=O)N2CCN(C(=O)c3ccco3)CC2)nc1N | 12% | -10% | -9% | 0% | 1% | -2% | -3% | 1% | -25% | -3% | -9% |
| 29 | CC(C)SCC(=O)Nc1ncc2c(n1)-c1ccccc1CC2 | -2% | -9% | 12% | -2% | -3% | -2% | 0% | -2% | 40% | 1% | 30% |
| 30 | Cc1cccc(N(CC(=O)Nc2ccccc2-c2ccccc2)S(=O)(=O)c2ccccc2)c1C | 31% | 0% | -8% | -6% | 5% | 10% | ? | -2% | -43% | 0% | 3% |
| 31 | COCCc1ncc(CN2CCC(C(=O)Nc3ccc(-n4cccn4)cc3)CC2)cn1 | 0% | 4% | -4% | -5% | -5% | 2% | 16% | 9% | -2% | 4% | 2% |
| 32 | C/C(CC(=O)Nc1ccc(Cl)cc1C(F)(F)F)=N\NC(=O)c1ccccn1 | -45% | 1% | -2% | 0% | ? | -8% | 1% | 10% | ? | 0% | -2% |
| 33 | CN(Cc1ccc(F)cc1)C(=O)c1cccc(OC2CCN(C3CCCC3)CC2)c1 | 4% | -1% | -10% | 0% | 1% | -6% | 5% | -2% | 0% | -13% | -8% |
| 34 | c1cc2c(cc1-c1[nH]ncc1CN1CC3C[C@@H]4CC1C[C@H](C3)C4)OCO2 | 1% | 1% | 4% | -5% | -3% | 0% | 0% | -1% | -25% | -11% | -9% |
| 35 | N#Cc1c(F)cccc1N1CCN(Cc2ccc3c(c2)OCO3)CC1 | 39% | 2% | -5% | -2% | -3% | -5% | -20% | -2% | -16% | -1% | -2% |
| 36 | O=C(CCSCCC(=O)NCc1cccs1)NCc1cccs1 | -18% | 1% | -2% | -9% | 1% | -1% | -3% | -5% | 8% | 3% | -2% |
| 37 | O=C(CN1C(=O)NC(Cc2c[nH]c3ccccc23)C1=O)Nc1cccc(S(=O)(=O)N2CCCCCC2)c1 (configuration not stated) | ? | -1% | nt | -2% | -1% | -1% | -46% | 0% | -79% | -6% | 1% |
| 38 | O=C(Cn1c(=O)oc2cc(S(=O)(=O)N3CCCC3)ccc21)NC1CCCCC1 | -8% | 4% | -1% | -3% | nt | 16% | 9% | 3% | 3% | -5% | 19% |
| 39 | Cc1ccc(C(=O)OCC(=O)NCCNC(=O)COC(=O)c2ccc(C)s2)s1 | nt | 4% | nt | -8% | -1% | 0% | nt | 0% | -11% | -1% | nt |
| 40 | O=C(Cc1ccccc1)N(c1ccc(F)cc1)C1C=CS(=O)(=O)C1 (configuration not stated) | 29% | 0% | -8% | -1% | 5% | 4% | -11% | 1% | 19% | 0% | -1% |
| 41 | O=C(Cc1ccc([N+](=O)[O-])cc1)Nc1ccc(O)cc1C(=O)O | -1% | -1% | -12% | 2% | 1% | 3% | -15% | 0% | 18% | -8% | ? |
| 42 | CN1CCN(C(=O)CC2C(=O)NCCN2Cc2ccc(-c3ccccc3)cc2)CC1 (configuration not stated) | -14% | 0% | -5% | -5% | -1% | 0% | 6% | 1% | -25% | 1% | -10% |
| 43 | CCOC(=O)C1CCN(S(=O)(=O)c2ccc(Cl)s2)CC1 | 12% | -1% | 2% | 0% | -13% | -3% | 0% | -1% | -5% | 4% | 0% |
| 44 | Cc1c(C(=O)O)sc2nc(SCC(=O)Nc3ccc(S(=O)(=O)NCCCC(=O)O)cc3)[nH]c(=O)c12 | 0% | ? | -8% | -3% | -1% | 5% | -6% | 1% | -1% | 20% | -5% |
